Bioassay records deposited in PubChem BioAssay by several laboratories.
KLK5 inh: inhibitors of human kallikrein 5. Q9Y337. recombinant hK5, fluorogenic AMC substrate cleavage. inhibition, % at 5 µM. 0.59% of 210,000 active. AID 873;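 active means inhibition of 40% or more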;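 further: 0% = enzyme controls without compound and 100% = no-enzyme blanks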
p47phox inh: inhibitors of human p47phox binding | AID 1274 | P14598 | p47phox/p22phox peptide binding, fluorescence polarization, 2 h | 0.53% of 220,000 active | inhibition, % at 24.7 µM;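 further: 0% = p47phox with labelled peptide and 100% = labelled peptide alone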
Target sequence (P14598 whole entry, looked up): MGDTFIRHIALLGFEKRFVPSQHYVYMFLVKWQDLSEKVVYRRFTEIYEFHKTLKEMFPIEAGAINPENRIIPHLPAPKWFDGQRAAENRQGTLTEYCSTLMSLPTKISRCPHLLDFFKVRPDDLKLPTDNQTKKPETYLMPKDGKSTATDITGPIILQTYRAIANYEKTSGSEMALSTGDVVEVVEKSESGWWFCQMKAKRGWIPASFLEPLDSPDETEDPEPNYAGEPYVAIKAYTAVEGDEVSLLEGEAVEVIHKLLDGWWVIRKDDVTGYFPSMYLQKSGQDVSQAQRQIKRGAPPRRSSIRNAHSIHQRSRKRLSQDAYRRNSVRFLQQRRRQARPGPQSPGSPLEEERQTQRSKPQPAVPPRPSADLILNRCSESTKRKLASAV
Furin inh: human furin inhibition; P09958; inhibition, % at 30 µM; purified furin, fluorogenic substrate cleavage; 0.061% of 220,000 active; in the data active means inhibition above about 25%; further: inactives centre near -15
Target sequence (P09958 108-714 limits assumed): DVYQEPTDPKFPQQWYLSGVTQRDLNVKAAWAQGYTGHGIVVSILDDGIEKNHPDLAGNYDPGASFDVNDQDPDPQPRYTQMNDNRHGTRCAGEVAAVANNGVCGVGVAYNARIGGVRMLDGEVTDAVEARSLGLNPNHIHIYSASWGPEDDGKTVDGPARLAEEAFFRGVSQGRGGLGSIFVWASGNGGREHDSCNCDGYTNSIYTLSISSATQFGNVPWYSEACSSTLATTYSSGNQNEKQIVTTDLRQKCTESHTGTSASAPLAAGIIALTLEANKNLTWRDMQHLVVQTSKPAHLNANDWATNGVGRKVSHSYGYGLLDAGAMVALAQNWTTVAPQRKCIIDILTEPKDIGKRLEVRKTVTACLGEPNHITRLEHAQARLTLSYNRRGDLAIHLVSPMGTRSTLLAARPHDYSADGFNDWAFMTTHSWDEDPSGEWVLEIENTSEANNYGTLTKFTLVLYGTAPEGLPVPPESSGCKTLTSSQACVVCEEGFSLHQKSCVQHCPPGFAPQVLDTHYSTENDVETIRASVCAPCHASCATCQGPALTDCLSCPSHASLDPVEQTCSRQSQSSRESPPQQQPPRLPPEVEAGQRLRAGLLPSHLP
EBV gp42 block: inhibitors of Epstein-Barr virus glycoprotein 42 | inhibition, % (tested at 21.74 µM) | Fluorescence polarization binding assay, mP read-out | Q1HVG2 | 0.42% of 220,000 active; in the data active means inhibition above about 50%
Rad51 HR inh: Rad51 (human) homologous recombination inhibition; Q06609; hRad51 DNA strand exchange, fluorescence dequenching; inhibition, % at 10 µM; 0.085% of 200,000 active;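 active means inhibition above 40% at the single screening dose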;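 further: 0% = DMSO control wells and 100% = blanks with heterologous ssDNA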
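Test system: preformed human Rad51 ssDNA filaments. Compound dosing: single dose, 10 µM final compound. Incubation: filaments 15 min 37 °C, then compound 30 min. Technique: FRET fluorescence dequenching, excitation 485 nm, emission 520 nm. Read-out basis: percent inhibition from fluorescence, normalised to plate control and blank means. Benchmarks: plate controls and plate blanks.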
KCC2 mod: KCC2 (human) Cl- transport modulation; B-score of Tl+ flux slope (higher = more flux/activation; lower = inhibition) at 10 µM; AID 1456; 2.2% of 190,000 active; Q9H2X9; KCC2 cells, thallium flux FluoZin-2 fluorescence;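 active means thallium flux slope and its plate-corrected score both differing from the plate sample mean at a set confidence after two filtering rounds, in either direction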;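 further: slope of fluorescence scaled to starting intensity during 10 to 20 s after thallium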
thrombin 1536: blocks human thrombin protease activity; 0.26% of 220,000 active; alpha-thrombin, Boc-VPR-AMC fluorogenic substrate cleavage; inhibition, % at 5 µM; AID 1046;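 active means inhibition at or above 40%; inactive means inhibition below 40%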;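 further: 0% = enzyme with no compound and 100% = wells without enzyme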
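System – human alpha-thrombin · Medium – pH 7.5 Tris (50 mM) with NaCl 150 mM, Tween 20 0.05% · Compound – single-point dosing at 5 µM, 0.2% DMSO · Incubation – enzyme reaction carried out at room temperature · Technique – fluorescence of released AMC, ex 355 nm, em 460 nm · Read-out basis – % inhibition of thrombin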
eIF4E 4G PPI: inhibitors of eIF4E and eIF4G interaction in translation initiation; TR-FRET eIF4E-eIF4GI(517-606) binding, 2 h; inhibition, % at 21.7 µM; 0.37% of 220,000 active; AID 782;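 further: 0% = full FRET control wells and 100% = background wells lacking eIF4GI fragment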
14-3-3 Bad inh: disrupts binding of bovine 14-3-3 zeta to phospho-Bad peptide. inhibition, % at 21.7 µM. TR-FRET 14-3-3zeta/Dy647-pBad peptide displacement, 1 h. 0.71% of 220,000 active;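 active means inhibition above about 70%, limit read from the data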;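 further: 0% = full 14-3-3 plus peptide FRET controls and 100% = background without 14-3-3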
* hit, by the source's call; . = no result given; [ ] = another dose, or the depositor's remark.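 How the source made its calls, unless noted: active means inhibition above about 30% (limit read from the data); inactive means the rest.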

mol | KLK5 inh | p47phox inh | Furin inh | EBV gp42 block | Rad51 HR inh | KCC2 mod | thrombin 1536 | eIF4E 4G PPI | 14-3-3 Bad inh
Cc1cc(C)c2c(N)c(C(=O)NN3CC(=O)N(c4cccc(Cl)c4)CC3=O)sc2n1 | 1 | -12 | -11 | -6 | 9 | -0.59 | -1 | 7 | -5
O=C(/C=C/c1ccc(Br)o1)Nc1nccs1 | -2 | -36 | -25 | -6 | 2 | -0.11 | -3 | -3 | -4
COc1ccc(/C(N)=N/OC(=O)c2cccc([N+](=O)[O-])c2C)cc1 | 6 | 0 | -24 | -2 | 8 | 0.61 | -1 | 1 | 3
Cc1ccc(N(CN2C(=O)c3ccccc3C2=O)C(=O)c2ccc([N+](=O)[O-])cc2[N+](=O)[O-])cc1 | -18 | 6 | -15 | 15 | . | -0.53 | -6 | -1 | 4[fluorescence artefact?]
O=C(CCCOc1ccc(Cl)cc1)Nc1cccc(C(=O)O)c1 | -4 | 2 | -17 | 3 | -5 | 0.099 | -2 | 0 | -2
CCOC(=O)c1sc2nccc(N(C)C)c2c1N=CNOCc1ccccc1 | -43 | -11 | -15[20 µM] | 3 | 9 | -0.22 | 0 | 15 | -10
O=C(CSc1nnc(CNC(=O)C23CC4CC(CC(C4)C2)C3)n1-c1ccc(F)cc1)Nc1ccccc1 | -3 | -1 | -6 | -3 | -4 | -0.75 | -10 | 1[fluorescence artefact?] | 4[fluorescence artefact?]
Brc1ccccc1Cn1c(-c2cscn2)nc2ccccc21 | 3 | -2 | -15[20 µM] | -6 | 3 | -0.24 | 7 | -1 | 4
Cc1ccc(C(=O)/C=C2\NCC(C)NC2=O)cc1 (centres undefined) | -2 | -8 | -19[20 µM] | -6 | 3 | -0.32 | 3 | 2[fluorescence artefact?] | 1
O=C(CSc1ccccc1C(=O)O)NCC1CCCCC1 | 1 | 9 | -16 | 0 | 21 | 1.6 | -2 | -1 | 5
N#C/C(=C(\O)c1ccco1)c1ccccn1 | -5 | -1 | -21 | -12 | 0 | . | 2 | 2 | 1
O=S1CCCSC1c1cccnc1 (centres undefined) | 11 | -2 | 0[20 µM] | -19 | -1 | 0.98 | 5 | 5[fluorescence artefact?] | 10[fluorescence artefact?]
Cc1ccc(S(=O)(=O)CC(=O)c2cc(C)c(O)c(C)c2)cc1 | 1 | 5 | -17 | -15 | 12 | -0.18 | 1 | 4 | -4
CC(=O)Nc1cc2nn(-c3ccccc3)nc2cc1Cl | -3 | -27 | -16[20 µM] | -6 | 3 | -1.5 | -7 | 3 | -2
CCC(=O)Nc1cccc(NC(=O)CSc2nnnn2C)c1 | -17 | -3 | -15 | -9 | -1 | . | -5 | -5 | -2
COc1ccc(OCCCCOc2ccccc2Cl)cc1 | -6 | -10 | -13[20 µM] | -5 | . | 0.33 | -1 | 3[fluorescence artefact?] | 1
CCC(NC(=O)c1ccccc1O)c1ccccc1 (centres undefined) | -2 | -68 | -4[20 µM] | -7 | 3 | . | -5 | 14 | -3
CCOc1cc(C=O)ccc1OS(=O)(=O)c1ccc(NC(C)=O)cc1 | -20 | -5 | -30 | 2 | 7 | -3.1 | -2 | 0[fluorescence artefact?] | 8
O=C(Nc1ccccc1Cc1ccccc1)c1ccc2c(c1)SC1=NS(=O)(=O)CCN12 | -11 | -3 | -22 | -2 | 3 | 0.082 | -7 | 21 | -2
O=C(NCC1OCCc2ccccc21)c1cc(COc2ccc(F)cc2Cl)on1 (centres undefined) | . | -7 | -10 | 0 | -22 | -0.91 | 1 | 1 | -4
O=S(=O)(Nc1cccc(S(=O)(=O)N2CCCCCC2)c1)c1ccccc1 | 4 | -7 | -23 | -5 | -1 | -1.6 | -6 | 1 | -6
Cn1c(=O)n(C)c2cc(NC(=O)CSc3nnc(-c4ccccc4O)n3-c3ccccc3)ccc21 | -4 | 9 | -12 | -18 | 1 | -2.2 | 5 | -30[fluorescence artefact?] | -2[fluorescence artefact?]
Cc1onc(-c2ccccc2)c1NC(=O)N(CCC#N)Cc1ccccc1 | -10 | -6 | -8 | 3 | 19 | -0.4 | -3 | 1 | -5
COc1ccc(/C=C2\SC(=O)N(CCc3nnc(N)s3)C2=O)cc1 | -1 | -13 | -17 | -11 | -3 | -0.14 | -3 | 1 | -2
Cc1ccc(Cl)cc1N1CCN(S(=O)(=O)c2c(C)[nH]c(=O)[nH]c2=O)CC1 | -17 | -2 | -8 | -8 | 7 | -0.19 | -2 | 4 | 5
Cc1ccc(S(=O)(=O)N/N=C/c2c(C)nn(-c3ccccc3)c2C)cc1 | -16 | -11 | -9[20 µM] | -12 | -1 | -0.14 | -2 | 3 | 2
N#CC(C#N)=Cc1cccn1-c1ccc(C(=O)O)cc1 | 0 | -6 | -9 | -12 | . | 0.033 | 3 | 5 | 18
CCOC(=O)c1c(CN(C)C)n(C)c2ccc(OC(C)=O)cc12 | 14 | -8 | -31 | -4 | -5 | 0.2 | -3 | 1[fluorescence artefact?] | 35[fluorescence artefact?]
CCCCN(C)S(=O)(=O)c1c(C)[nH]c(=O)[nH]c1=O | -8 | -11 | -23[20 µM] | 3 | -10 | . | 0 | 4 | -7
Cc1cc(C)c(NC(=O)Nc2ccccc2)c(Cl)c1 | -7 | -14 | -13 | -13 | -37 | . | -3 | -1 | 3
CCN(Cc1ccncc1)Cc1c(O)ccc2cc(Br)ccc12 | -4 | 14 | -25 | -5 | -1 | -0.69 | . | 7 | -1
Cc1ccnc(NS(=O)(=O)c2ccc(C(C)(C)C)cc2)c1 | -3 | -9 | -17 | 0 | -1 | 0.57 | -15 | 0 | -7
FC(F)(F)c1cc(C(F)(F)F)c2ccc(N3CCN(c4ncccn4)CC3)nc2n1 | -33 | -8 | -15 | -17 | 0 | . | 0 | 4 | -2
CNc1nc(N)nc(-c2cc(Cl)ccc2OC)n1 | -5 | -6 | -35 | -9 | 22 | 0.68 | -10 | 3 | -4
CCOC(=O)c1sc(N(C)C)nc1-c1ccccc1 | -10 | -4 | -23[20 µM] | -16 | 0 | 1.1 | -1 | -1 | -8
O=C(O)CCc1ccccc1OC(=O)c1ccccc1 | -3 | 1 | -20 | -11 | . | -0.28 | -8 | 2 | 2
CN(CC1CCCO1)S(=O)(=O)c1ccc(C(=O)Nc2nc(-c3ccccn3)cs2)cc1 (centres undefined) | -287 | -15 | -20 | -7 | -10 | -1.8 | 0 | 4 | -1
Cc1cc(C)nc(NC(=O)CCCC(=O)O)c1 | -6 | -8 | -9 | -17 | . | -0.0063 | 2 | -1 | -6
O=C(NCCCn1ccnc1)c1cc(-c2cccc(O)c2)on1 | -3 | -6 | -18 | -16 | -19 | -0.53 | -1 | 2 | -2
Cc1ccccc1NC(=O)c1ocnc1C | -4 | 0 | -34 | -8 | 4 | 0.54 | -4 | 2[fluorescence artefact?] | 13

Reformatted with each value named: three of the compounds above
> O=C(O)CCc1ccccc1OC(=O)c1ccccc1
  KLK5 inh = -3 | p47phox inh = 1 | Furin inh = -20 | EBV gp42 block = -11 | Rad51 HR inh = . | KCC2 mod = -0.28 | thrombin 1536 = -8 | eIF4E 4G PPI = 2 | 14-3-3 Bad inh = 2

> CN(CC1CCCO1)S(=O)(=O)c1ccc(C(=O)Nc2nc(-c3ccccn3)cs2)cc1 (centres undefined)
  KLK5 inh = -287 | p47phox inh = -15 | Furin inh = -20 | EBV gp42 block = -7 | Rad51 HR inh = -10 | KCC2 mod = -1.8 | thrombin 1536 = 0 | eIF4E 4G PPI = 4 | 14-3-3 Bad inh = -1

> Cc1cc(C)nc(NC(=O)CCCC(=O)O)c1
  KLK5 inh = -6 | p47phox inh = -8 | Furin inh = -9 | EBV gp42 block = -17 | Rad51 HR inh = . | KCC2 mod = -0.0063 | thrombin 1536 = 2 | eIF4E 4G PPI = -1 | 14-3-3 Bad inh = -6

Additional compounds follow:
mol | KLK5 inh | p47phox inh | Furin inh | EBV gp42 block | Rad51 HR inh | KCC2 mod | thrombin 1536 | eIF4E 4G PPI | 14-3-3 Bad inh
O=C(Nc1cccc(Br)c1)/C(=C\c1cccnc1)NC(=O)c1ccco1 | 3 | -13 | -17[20 µM] | -19 | 1 | 1.6 | 6 | -2[fluorescence artefact?] | 1
COc1ccc(NC(=O)c2cccnc2)c(OC)c1 | -17 | -9 | -12 | 2 | 1 | . | -12 | -3 | -6[fluorescence artefact?]
Cc1cc2ncc(-c3ncc(C(F)(F)F)cc3Cl)cn2n1 | -11 | 11 | -32[20 µM] | -4 | 8 | . | -17 | 0 | 0
Cc1cc(C)c(C)c(S(=O)(=O)NC(C)C(=O)O)c1C (centres undefined) | 0 | -1 | -29 | -12 | -2 | -0.88 | 4 | -6 | -6
O=C(O)C1CCCN1C(=O)c1cncc(Br)c1 (centres undefined) | -12 | -6 | -23 | -21 | -2 | . | -2 | -10 | 2
COC(=O)c1ccccc1NC(=S)NC(=O)CC(C)C | -13 | 6 | -13[20 µM] | 5 | 2 | 0.74 | 3 | -6 | -12
CCOc1ccc(NC(=O)c2c[nH]n3c(=O)cc(C4CCN(C(=O)OC(C)(C)C)CC4)nc23)cc1 | 2 | -21 | -19 | -8 | -1 | -2.9 | -1 | 5 | -4
CC(=O)c1ccc(N2CCc3ccccc3C2)c([N+](=O)[O-])c1 | -8 | -9 | -12 | -5 | -6 | -0.0065 | -6 | 1 | -1
COCCCNC(=O)c1sc2ncnc(N3CCc4ccccc4C3)c2c1C | -5 | -7 | -14[20 µM] | 4 | -1 | -0.75 | 1 | 1 | -5
O=C(Cn1ncc(N2CCCC2)c(Br)c1=O)c1ccc(Cl)cc1 | . | 2 | -17 | -2 | 2 | -1.9 | 0 | 0 | -9
O=C(Cc1cccs1)NNC(=S)NC(=O)c1ccco1 | -15 | 6 | 1 | 1 | 0 | 2.1 | -9 | -6 | -22
CN(C)S(=O)(=O)c1ccc(N2CCCC2)c(C(=O)Nc2nc(-c3cc(F)ccc3F)cs2)c1 | -17 | -10 | -12 | -14 | 5 | -2.3 | -6 | 4 | -6
c1ccc(C[n+]2csc3ccccc32)cc1 | 0 | -12 | -18[20 µM] | -13 | -11 | 1.5 | 2 | 6 | 34
S=c1[nH]nc(-c2ccco2)n1/N=C/c1ccc(Br)s1 | 2 | -8 | -10 | -32 | -1 | 13* | 5 | 50* | 20
COCCN(CCOC)C(=O)N1CCOCC1 | 0 | -11 | -16 | -5 | 23 | 2.1 | -1 | 2 | 2
C(=N\N=C\c1cccs1)/c1cccs1 | 6 | -4 | -9 | -10 | . | 0.74 | 0 | -2 | 1
COc1cccc(C2c3c(oc4ccc(F)cc4c3=O)C(=O)N2CCCN2CCOCC2)c1 (centres undefined) | -6 | -8 | -20 | -19 | . | 11* | 0 | -8 | 1[fluorescence artefact?]
CCCCc1ccc(NC(=O)COCC)cc1 | 8 | -12 | 6[20 µM] | -3 | 1 | 0.018 | 4 | 0 | -3
Cc1ccsc1C(=O)NC(C)c1ccc2c(c1)OCO2 (centres undefined) | -5 | 7 | -15[20 µM] | -7 | -1 | 0.067 | 3 | 1[fluorescence artefact?] | -6
CC(C)(O)C#Cc1ccc(CN2CCN(Cc3ccsc3)C(CCO)C2)s1 (centres undefined) | . | -2 | -25 | 8 | 5 | 0.08 | -1 | 1 | -20
C=CCn1c(SCC(=O)c2[nH]c(C)c(C(=O)OC)c2C)nc2scc(-c3ccc(OC)c(OC)c3)c2c1=O | 1 | 36* | -16 | -14 | 2 | 0.014 | 0 | 15[fluorescence artefact?] | 96*
O=C(O)CCCC(=O)Nc1cccc2cccnc12 | -19 | -9 | -26 | -20 | 2 | 0.029 | 1 | 9 | -3
CCOC(=O)N1CCN(S(=O)(=O)c2cc([N+](=O)[O-])c(C)cc2C)CC1 | -3 | -3 | -16 | -1 | -16 | 0.42 | -3 | -1 | -4
